# D1 potentiator: enhances dopamine response at the human D1 receptor; potentiation, % at 10 µM; HEK293 TREx D1 cells, calcium flux, dopamine EC20 potentiation; hit rate 0.036% among 360,000; in the data active = potentiation above about 30%; note: 0% is about no effect
# Vif-A3G inh: inhibitors of Vif-APOBEC3G interaction. Q9HC16. HeLa A3G-eYFP + Vif (tagged APOBEC3G with the HIV-1 protein that degrades it), YFP fluorescence, overnight. AID 602310. hit rate 0.076% among 410,000. Potency, µM (series often up to 46.1 µM), inactives show at the top dose activity, negative = active, actives largely listed as inhibitors;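 note: potency is the fitted concentration of half-maximal effect; % is set by controls: 0 for no effect and ±100 for the full control effect; nearly all actives have a fitted effect of over 60% in size; hits raise eYFP signal because A3G escapes Vif-driven loss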
# Target sequence (Q9HC16 whole entry, looked up): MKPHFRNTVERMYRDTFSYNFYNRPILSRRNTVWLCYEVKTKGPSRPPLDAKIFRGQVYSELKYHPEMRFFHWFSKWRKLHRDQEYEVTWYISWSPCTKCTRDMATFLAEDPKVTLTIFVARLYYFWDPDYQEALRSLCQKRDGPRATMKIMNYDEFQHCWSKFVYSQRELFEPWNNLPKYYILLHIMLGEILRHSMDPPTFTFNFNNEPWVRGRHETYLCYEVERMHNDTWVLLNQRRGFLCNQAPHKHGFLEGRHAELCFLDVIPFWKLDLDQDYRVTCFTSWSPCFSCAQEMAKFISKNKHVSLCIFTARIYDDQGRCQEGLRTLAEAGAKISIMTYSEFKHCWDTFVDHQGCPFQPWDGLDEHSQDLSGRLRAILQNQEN
#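 Read-out is eYFP fluorescence (Ex 488/Em 500-530) from Vif-expressing HeLa A3G-eYFP cells; more signal means A3G escaped Vif-mediated degradation. Cells plated overnight, compound pinned in, incubated overnight at 37 deg C.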
# D1 antag: antagonists of human D1 dopamine receptor | P21728 | HEK293 TREx D1 cells, calcium flux, dopamine EC80; stronger effect = lower value | activity change, negative = inhibition, % at 10 µM | hit rate 3.2% among 360,000; in the data active = activity change below about -30%; note: % is set by controls: 0 for no effect and ±100 for the full control effect
#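 Calcium flux readout: force-coupled, inducible Hek293 Trex D1 line, cells induced overnight at 30 C with tetracycline, dye-loaded 30–90 min at RT. Antagonism scored against EC80 dopamine challenge given 180 s after compound.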
# D2 PAM: positive allosteric modulators of human D2 dopamine receptor; P14416; HEK293 T-REx D2, calcium flux, EC20 dopamine potentiation; potentiation, % at 10 µM; AID 485347; hit rate 0.34% among 340,000;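 active = potentiation over 3 SD above the plate norm, cut at about 30% in these data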; note: 0% is about no effect
#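 Potentiation of an EC20 dopamine calcium response measured kinetically over 180 s, after a preceding 180 s compound-only read flagging agonists. Cells: inducible Hek293 Trex D2 line, 4000/well, cultured overnight at 30 C before dye loading.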
# Glioma ERSR ind: ER stress response induction in glioma. AID 602332. hit rate 0.02% among 420,000. Potency, µM, without a hit: at the top dose activation, usual class: activators. U87-MG GRP78 promoter luciferase reporter, 16 h; note: potency is the fitted concentration of half-maximal effect; series mostly up to about 76 µM; % of control where 0% means no effect; nearly all actives have a fitted effect of over 35% in size
#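 ERSR induction read as luciferase luminescence (Bright-Glo, 10 min at room temperature) in stably transfected human U87-MG glioma cells exposed to compounds for 16 h, using GRP78 as sensor.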
# RXFP1 agonist: agonists of human relaxin receptor RXFP1; Potency, µM (top dose mostly 57.5 µM), without a hit: at the highest dose activation, hits mostly activators; Q9HBX9; AID 2676; hit rate 0.3% among 370,000; HEK293T-RXFP1 cAMP TR-FRET, 30 min; response scale: percent of porcine relaxin response, buffer zero; note: potency is the fitted concentration of half-maximal effect; % is set by controls: 0 for no effect and ±100 for the full control effect; nearly all actives have a fitted effect of over 60% in size; many of its hits are not listed in these tables
# Target sequence (Q9HBX9 whole entry, looked up): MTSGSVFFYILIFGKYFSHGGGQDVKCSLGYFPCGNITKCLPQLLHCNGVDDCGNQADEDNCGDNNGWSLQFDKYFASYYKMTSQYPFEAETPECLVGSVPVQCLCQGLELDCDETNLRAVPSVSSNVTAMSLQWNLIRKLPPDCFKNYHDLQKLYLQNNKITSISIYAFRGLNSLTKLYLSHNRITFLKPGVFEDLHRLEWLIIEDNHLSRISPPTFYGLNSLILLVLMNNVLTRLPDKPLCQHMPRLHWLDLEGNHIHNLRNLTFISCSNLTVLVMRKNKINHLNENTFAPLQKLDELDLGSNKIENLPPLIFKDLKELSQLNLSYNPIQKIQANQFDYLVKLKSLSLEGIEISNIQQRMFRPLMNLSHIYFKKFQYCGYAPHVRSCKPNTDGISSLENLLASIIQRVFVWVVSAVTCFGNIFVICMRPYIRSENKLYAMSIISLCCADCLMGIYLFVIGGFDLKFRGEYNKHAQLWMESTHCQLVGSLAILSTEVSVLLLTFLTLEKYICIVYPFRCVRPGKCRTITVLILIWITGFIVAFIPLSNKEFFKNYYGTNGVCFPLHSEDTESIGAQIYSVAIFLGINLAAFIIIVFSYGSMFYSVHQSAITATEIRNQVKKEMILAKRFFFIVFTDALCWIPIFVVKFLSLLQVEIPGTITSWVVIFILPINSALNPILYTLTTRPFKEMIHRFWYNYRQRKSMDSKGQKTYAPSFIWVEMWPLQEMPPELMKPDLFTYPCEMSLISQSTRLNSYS
#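 Agonist response is measured as cAMP accumulation in an RXFP1-transfected HEK293T line under PDE4 inhibition. Values are scaled between buffer-only and 29 nM porcine relaxin, and EC50s come from standard Hill equation fits.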
# Vif-APOBEC3F blk: inhibitors of Vif-A3F interaction; HeLa A3F-eYFP + Vif (tagged APOBEC3F with the HIV-1 protein that degrades it), YFP fluorescence increase; Potency, µM (doses to about 46.1 µM), for the others: top-dose activity, negative = active; hit rate 0.2% among 390,000; AID 602313; note: potency is the fitted concentration of half-maximal effect; % of control where 0% means no effect; nearly all actives have a fitted effect of over 65% in size
#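 Fluorescence increase (Ex 488/Em 500-530) after overnight compound treatment at 37 deg C flags inhibition of Vif-driven A3F-eYFP loss in stable HeLa A3F-eYFP/Vif cells seeded overnight beforehand.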
# D1 agonist: activates the human D1 dopamine receptor. HEK293 T-REx D1 cells, calcium flux, agonist mode. activation, % at 2 µM. hit rate 1% among 360,000; in the data active = activation above about 30%; note: 0% is about no effect
#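 Inducible HEK293 T-REx D1 cells, force-coupled to calcium signalling, were plated at 4000 cells/well with tetracycline and held overnight at 30 C. After no-wash calcium dye loading, compound-evoked calcium rise over 180 s flagged agonists.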
# RXFP1 antagonist: RXFP1 (human) relaxin receptor antagonism; activity change, negative = inhibition, % at 57.5 µM; HEK293-RXFP1, relaxin-stimulated cAMP HTRF, 30 min; stronger effect = lower value; hit rate 0.59% among 350,000; Q9HBX9;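 active = activity change of -60% or lower, but not beyond a set lower limit; inconclusive = change between -60% and -40%, or beyond the set limit; inactive = change above -40%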; note: % is set by controls: 0 for no effect and ±100 for the full control effect
# Active calls of the source: *; ? = inconclusive; / = no result given. Unless noted, calls come from the whole dose curve; as a rule, active = well fitted curve in the direction sought with a large enough effect; inconclusive = small, poorly fitted or top-dose-only effect, or another doubt; inactive = no such curve, though single readings can be large; an effect the other way counts as inactive or inconclusive. The list is partial (hit frequency here may not be typical).
SMILES,D1 potentiator,Vif-A3G inh,D1 antag,D2 PAM,Glioma ERSR ind,RXFP1 agonist,Vif-APOBEC3F blk,D1 agonist,RXFP1 antagonist
CC(=O)c1ccc(NC(=O)c2ccc(CSc3ccccc3)o2)cc1,-3,8%,-21,-11,4%,?,-7%,14,-11
C=CCNC(=O)C(=O)NCCOc1ccccc1Cl,-2,?,-12,1,-2%,-0.1%,-4%,-2,3
COc1ccc(NC(=O)c2ccccc2)cc1,-1,3%,/,-7,-3%,-0.6%,3%,0,/
COc1ccc(-c2cc3nc(-c4ccc(Br)cc4)cc(C(F)(F)F)n3n2)cc1,1,4%,-17,/,-2%,-0.9%,0%,-1,-2
COc1ccc(S(=O)(=O)N(CC(=O)O)c2ccc(C)cc2)cc1,3,-1%,-50*,/,-4%,0.4%,8%,3,8
COc1ccc(N=C2S/C(=C\c3ccc(Cl)c([N+](=O)[O-])c3)C(=O)N2CCN(C)C)cc1,0,5%,-8,/,-13%,2.0%,5%,5,-4
NC(=O)[C@@H]1CC2(CC(c3cccc(NC(=O)[C@@H]4CCC(=O)N4)c3)=NO2)CN1C(=O)Cc1ccc([N+](=O)[O-])cc1 (stereo partly drawn),1,1%,-2,-1,-4%,-3.7%,8%,2,/
O=C1c2cccc3c(N4CCCCC4)ccc(c23)C(=O)N1CCO,-4,?,4,-1,5%,4.5%,?,109*,-3
CCOC(=O)c1cc(-c2ccc(OC)cc2)nc2c1c(C)nn2CCC#N,-1,-2%,1,/,-4%,6.7%,0%,0,3
COc1cc(C(=O)NNC(=O)CCOc2ccccc2C)cc(OC)c1OC,/,0%,/,/,-5%,/,-5%,/,-8
CS(=O)(=O)N(CC(=O)Nc1ccccc1-c1ccccc1)c1ccc(F)cc1,-2,2%,0,-5,-6%,-0.8%,4%,0,-3
COc1ccc(OC)c(-c2c3c([nH]c(=S)c2C#N)CCCC3)c1,-7,0%,/,5,-4%,16%,3%,-1,-10
COCCN(C(=O)Nc1ccccc1)c1ccccc1C,-9,0%,16,17,-2%,3.0%,0%,6,-7
Cc1ccc(F)cc1NC(=O)N1CCCN(C(=O)OC(C)(C)C)CC1,1,-2%,-8,-1,-6%,5.4%,5%,3,1
Cc1ccc(CNC(=O)C2CNc3cc(C)ccc3O2)cc1 (stereo not drawn),-2,-2%,-5,-10,-3%,2.3%,2%,0,6
CCN(C(=O)CSc1cccc[n+]1[O-])C1CCCCC1,/,-1%,/,/,-4%,/,-4%,/,9
COc1ccc(N2CC(=O)N(c3ccc(OC)c(OC)c3)CC2=O)cc1OC,0,0%,-6,8,3%,-0.1%,0%,1,3
CC(C)C(NC(=O)c1ccc2c(c1)OCO2)C(=O)N/N=C/c1cccs1 (stereo not drawn),-8,3%,-27,-5,-4%,1.3%,5%,0,-9
CC(=O)N1N=C(c2ccc(Cl)cc2)OC1(C)C,4,1%,16,-5,-1%,3.9%,-6%,0,1
CCN(CC)C(=S)NC(=O)c1cc(OC)c(OC)c(OC)c1,7,2%,2,6,-4%,-0.2%,?,-1,-12
Cc1ccc(C)c(CN2C(=O)CSc3ccc(C(=O)NCCc4ccc(Cl)cc4)cc32)c1,1,-2%,5,17,-1%,-1.7%,-1%,2,/
COc1ccc(NC(=O)N2CCCC2C(=O)NCc2ccc(C)cc2)cc1 (stereo not drawn),2,2%,1,-5,1%,-0.8%,1%,0,5
O=[N+]([O-])c1ccc(Nc2ccc(N3CCOCC3)cc2)c([N+](=O)[O-])c1,1,1%,5,0,1%,1.0%,-7%,-2,2
CCN(CC)CCOc1nnc(-c2ccc(C)cc2)c2ccccc12,-6,0%,10,6,-6%,1.6%,4%,0,-5
Cc1cccc(NNC(N)=S)c1C,0,4%,-9,8,-3%,2.3%,0%,0,0
C/C(=C\c1ccccc1)C(=O)N1CCN(Cc2ccc3c(c2)OCO3)CC1,-3,0%,-1,-20,0%,-4.0%,-5%,2,-2
CCOC(=O)c1ccc(NC(=O)CSc2nnc(-c3cccs3)n2CC)cc1,5,-11%,0,-6,-7%,?,2%,1,-14
COCCCN(C(=O)c1ccc(-c2ccc(C(C)=O)cc2)o1)c1c(N)n(CC(C)C)c(=O)[nH]c1=O,/,1%,/,/,-1%,/,7%,/,-5
CCN=c1scc(C)n1/N=C/c1ccsc1,-3,-4%,-9,-1,0%,0.0%,-6%,1,2
CCn1c(C)cc(/C=C2\NC(=O)N(Cc3ccc(Cl)cc3)C2=O)c1C,0,-5%,-6,18,-1%,-0.2%,1%,1,-10

# Among those listed so far, 2 have a furan ring, fused or not:
SMILES,D1 potentiator,Vif-A3G inh,D1 antag,D2 PAM,Glioma ERSR ind,RXFP1 agonist,Vif-APOBEC3F blk,D1 agonist,RXFP1 antagonist
CC(=O)c1ccc(NC(=O)c2ccc(CSc3ccccc3)o2)cc1,-3,8%,-21,-11,4%,?,-7%,14,-11
COCCCN(C(=O)c1ccc(-c2ccc(C(C)=O)cc2)o1)c1c(N)n(CC(C)C)c(=O)[nH]c1=O,/,1%,/,/,-1%,/,7%,/,-5

# Later entries:
SMILES,D1 potentiator,Vif-A3G inh,D1 antag,D2 PAM,Glioma ERSR ind,RXFP1 agonist,Vif-APOBEC3F blk,D1 agonist,RXFP1 antagonist
Cc1cc(S(=O)(=O)NCc2cccnc2)ccc1F,2,0%,6,-6,-3%,1.9%,-38%,4,4
O=[N+]([O-])c1cc(S(=O)(=O)NCCN2CCOCC2)ccc1Sc1nnnn1-c1ccccc1,5,-14%,9,-22,-14%,4.7%,-9%,7,9
Cc1cccc(N2CCN(C(=O)c3cc(S(=O)(=O)N4CCCC4)cn3C)CC2)c1C,2,?,-11,4,-3%,6.7%,-17%,11,2
Cn1c(=O)c2c(nc(CN3CCC(C(N)=O)CC3)n2CCCc2ccccc2)n(C)c1=O,0,1%,-16,-4,-2%,2.2%,-1%,2,-8
CNS(=O)(=O)c1ccc(NC(=O)Nc2ccc3c(c2)OCO3)cc1,-7,1%,11,-6,1%,-1.5%,2%,2,6
Cn1c(C(=O)N2CCC(C(=O)NCCc3ccccc3)CC2)cc2sccc21,-7,-1%,-24,-6,-2%,6.7%,-6%,0,-13
CN1CCN(c2cc(C(F)(F)F)nc3ccc(F)cc23)CC1,-2,-1%,0,-6,-3%,-0.4%,-5%,3,-9
c1ccc2c(c1)CCN2CCN1CCc2ccccc21,0,-10%,1,-4,0%,2.4%,3%,1,-17
CC(CNC(=O)c1ccc(C(C)(C)C)cc1)CN(C)C (stereo not drawn),-1,0%,2,-1,4%,-1.1%,-7%,5,16
COc1ccccc1CNC(=O)CCCCn1c(=O)c2ccccc2n(Cc2ccccc2C)c1=O,0,-11%,6,-2,-1%,-2.7%,-21%,-1,/
COc1ccc(C(=O)Nc2cccc(-c3nc4ncccc4o3)c2C)cc1,-2,-1%,-5,0,3%,-4.0%,-10%,1,1
NC(=O)[C@@H]1CCCN1Cc1nc(-c2ccccc2)no1,-3,4%,-5,7,-3%,-0.1%,2%,1,10
N#CCCn1cc(/C=C2\NC(=S)N(c3ccccc3)C2=O)c(-c2ccc(-c3ccccc3)cc2)n1,-5,-19%,-8,-4,11%,-0.1%,?,3,4
O=C(N/N=C/c1cccc(C(F)(F)F)c1)c1ccccc1O,-4,-3%,-2,-3,0%,0.0%,9%,10,-10
Cc1ccc([N+](=O)[O-])cc1N=Nc1c(C)[nH]n(C(N)=S)c1=O,2,-1%,1,9,-3%,1.0%,0%,3,-2
Cn1c(SCC(=O)NCc2ccc3c(c2)OCO3)nnc1-c1cc2ccccc2cc1O,/,0%,/,/,-1%,1.0%,-3%,/,-10
COc1cccc(NC(=O)CSCc2n[nH]c(=O)[nH]2)c1,0,3%,1,14,-5%,0.0%,-13%,0,-11
CC(/C=C/c1ccccc1)=N\Nc1nc2c(c(=O)[nH]c(=O)n2C)n1CCO,-1,2%,7,/,2%,-1.6%,-2%,2,9
Cc1cc(C)c(N2C(=NC(=O)CCCC(=O)O)SC3CS(=O)(=O)CC32)c(C)c1 (stereo not drawn),3,-8%,-17,-2,-4%,-0.2%,-13%,3,-9
CC(C)[C@H](NC(=O)N1CCn2c1nc1ccccc12)C(=O)NCc1ccccc1Cl,-5,3%,13,-4,-3%,-0.6%,2%,0,2
C=CCC(c1ccccc1F)N(CCN1CCOCC1)C(=O)Nc1cccc(Cl)c1 (stereo not drawn),-1,2%,/,8,2%,-0.7%,-3%,0,-1
CCOC(=O)C(=O)c1c(C)cc2ccccn12,-4,-8%,0,4,0%,-2.1%,-12%,1,-6
COc1ccc(C(=O)C2CCCN(C(=O)/C=C/c3cnc[nH]3)C2)c(C)c1 (stereo not drawn),0,2%,-9,14,-5%,-1.2%,2%,2,-3
CC(C)c1ccc(CNC(=O)C2CCCN2S(=O)(=O)c2ccccc2)cc1 (stereo not drawn),-6,3%,5,-1,-5%,3.5%,7%,6,3
Cc1ccc(NC(=O)CSc2nnc(-c3ccncc3)n2N)cc1C,-1,2%,-7,-19,0%,3.4%,-7%,0,2
COC(=O)c1ccc(Cl)cc1NC(=O)/C=C/c1ccc(C)o1,7,-1%,4,2,-2%,0.1%,-11%,2,-15
O=C(NCC12CC3CC(CC(C3)C1)C2)c1cc2nc(-c3ccc(Cl)cc3)cc(C(F)(F)F)n2n1,-2,-3%,7,23,7%,-1.2%,2%,-1,/
Cc1ccc(C2=NS(=O)(=O)N(C)C(C(=O)N(C)C3CCCCC3)=C2)cc1,-4,0%,-10,-1,-1%,1.9%,-5%,1,/
Cc1cccc(CNC(=O)c2oc3c(c2C)-c2nn(Cc4ccccc4Cl)cc2CC3)c1,0,-2%,0,-13,-3%,12%,1%,1,-66*
O=C(CN1C(=O)CNC1=O)Nc1cc(Cl)cc(Cl)c1,/,1%,/,/,-8%,/,-39%,/,-2
Cc1cccc(N2C(=O)CSC23C(=O)N(CC(=O)Nc2cccc(Cl)c2)c2ccccc23)c1 (stereo not drawn),-9,-2%,-13,6,-2%,3.0%,11%,11,/
C[C@H](CO)N1C[C@H](C)[C@H](CN(C)Cc2cncnc2)Oc2ncc(C#CC3(O)CCCC3)cc2C1=O,/,4%,/,/,-1%,/,-3%,/,-2

# RXFP1 antagonist, hit marks shown above.
Compound | D1 potentiator | Vif-A3G inh | D1 antag | D2 PAM | Glioma ERSR ind | RXFP1 agonist | D1 agonist | RXFP1 antagonist
Cc1cccc(CNC(=O)c2oc3c(c2C)-c2nn(Cc4ccccc4Cl)cc2CC3)c1 | 0 | -2% | 0 | -13 | -3% | 12% | 1 | -66*

# Bioassay records (PubChem)
